# High-throughput results: PubChem, National Center for Advancing Translational Sciences (NCATS)
# TDP43 rescue = inhibitors of TDP-43 toxicity in yeast. TDP-43 expressing yeast growth rescue, BacTiter-Glo, 24 h. Potency, µM (highest dose often 46.1 µM), inactives show at the highest dose growth rescue (activation), usual class: activators. 410,000 tested, 1.8% active; also: % of control where 0% means no effect; nearly all actives have a fitted effect of over 50% in size
#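 In this qHTS, compounds that restore growth of yeast expressing TDP-43 appear as activators. Cells (OD600=0.02, galactose medium, raffinose-pregrown) are incubated with compound 24 hr at 30 deg C and growth is quantified by BacTiter-Glo.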
# aSyn rescue = alpha-synuclein toxicity inhibition in yeast | 370,000 tested, 0.14% active | Potency, µM (highest dose often 46.1 µM), inactives show at the top dose growth rescue (activation), most hits filed as activators | Yeast expressing alpha-synuclein, growth rescue, BacTiter-Glo, 24 h; also: % of control where 0% means no effect; nearly all actives have a fitted effect of over 65% in size
#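 Readout is rescue of growth in alpha-synuclein-expressing yeast, so inhibitors of toxicity appear as activators. Growth after 24 hr at 30 deg C in galactose medium is quantified by luminescence.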
# EPAC2 antag = EPAC2 (human) antagonism; AID 720708; EPAC2 GEF exchange of Rap1B-BODIPY-GDP, fluorescence; Q8WZA2; 360,000 tested, 0.18% active; Potency, µM (doses to about 114 µM), for the others: at the top dose activity, negative = inhibition, usual class: inhibitors; also: % is scaled to controls: 0 for no effect and ±100 for the full control effect; nearly all actives have a fitted effect of over 45% in size; many of its hits are not listed in these tables
# Target sequence (Q8WZA2 whole entry, looked up): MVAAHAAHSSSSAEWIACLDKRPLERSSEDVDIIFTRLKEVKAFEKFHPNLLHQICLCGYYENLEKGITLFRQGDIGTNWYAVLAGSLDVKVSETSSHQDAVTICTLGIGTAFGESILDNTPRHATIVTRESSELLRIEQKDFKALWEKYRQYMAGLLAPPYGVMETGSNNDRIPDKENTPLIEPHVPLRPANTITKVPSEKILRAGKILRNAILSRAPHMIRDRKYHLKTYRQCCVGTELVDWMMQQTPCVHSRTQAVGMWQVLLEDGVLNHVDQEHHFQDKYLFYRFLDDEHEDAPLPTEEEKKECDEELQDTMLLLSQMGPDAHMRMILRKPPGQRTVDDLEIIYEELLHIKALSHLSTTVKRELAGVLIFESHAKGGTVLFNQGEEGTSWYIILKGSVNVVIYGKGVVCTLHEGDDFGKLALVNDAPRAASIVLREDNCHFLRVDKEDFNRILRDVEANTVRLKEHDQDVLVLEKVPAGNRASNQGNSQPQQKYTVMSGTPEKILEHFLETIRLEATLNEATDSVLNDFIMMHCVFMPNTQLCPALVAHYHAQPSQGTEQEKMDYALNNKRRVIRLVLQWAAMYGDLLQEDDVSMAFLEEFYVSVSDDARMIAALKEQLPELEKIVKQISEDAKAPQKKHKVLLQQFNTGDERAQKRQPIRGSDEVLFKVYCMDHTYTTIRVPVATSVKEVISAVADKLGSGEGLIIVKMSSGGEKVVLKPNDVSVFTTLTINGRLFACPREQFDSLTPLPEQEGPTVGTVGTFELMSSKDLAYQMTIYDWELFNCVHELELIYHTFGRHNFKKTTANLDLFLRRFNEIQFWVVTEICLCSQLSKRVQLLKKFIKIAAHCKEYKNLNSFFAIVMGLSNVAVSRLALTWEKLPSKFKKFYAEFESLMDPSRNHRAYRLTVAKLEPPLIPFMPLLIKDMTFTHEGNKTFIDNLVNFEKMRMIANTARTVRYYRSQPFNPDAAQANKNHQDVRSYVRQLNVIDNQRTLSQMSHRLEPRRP
# FUS yeast rescue = rescues growth of FUS-expressing yeast | AID 1347120 | 390,000 tested, 0.24% active | Potency, µM (highest dose often 76.6 µM), without a hit: top-dose growth rescue (activation), actives largely listed as activators | S. cerevisiae FUS-expressing, growth rescue, OD600, 24 h;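 also: plate controls were DMSO vehicle for no effect and reference control for full effect; nearly all actives have a fitted effect of over 55% in size; some results filed as inactive show a strong effect at the top dose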
#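 Cultures pregrown in 2.5% raffinose medium are shifted to minimal medium containing 2% galactose to express toxic FUS. Compounds are tested at several concentrations. After 24hr at 30C, growth is quantified at 600 nm absorbance.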
# EPAC2 agonist = EPAC2 (human) agonism; Q8WZA2; Potency, µM (titrated, usually from 154 µM), for inactives: top-dose activation, usual class: activators; 360,000 tested, 0.079% active; EPAC2 activation, biochemical qHTS; response scale: 100% = 6.5 mM cAMP response; also: nearly all actives have a fitted effect of over 50% in size
#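 Fluorescence exchange assay: 100 nM EPAC2 with 250 nM RAP1B-BODIPY-GDP and 50 uM GDP; compounds tested as a concentration-titration series (qHTS). Loss of Rap1-bound BODIPY-GDP fluorescence read at 480/540 nm; data normalized to 6.5 mM cAMP.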
# EPAC1 ag = agonists of human EPAC1; O95398; Potency, µM (highest dose often 154 µM), for the others: top-dose activation, hits mostly activators; 360,000 tested, 0.073% active; EPAC1 agonist qHTS, biochemical assay; response scale: 100% = response to 6.5 mM cAMP; also: nearly all actives have a fitted effect of over 60% in size
#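 EPAC1 100 nM, Rap1B–BODIPY-GDP 250 nM, unlabeled GDP 50 uM; compound titration; 5 min RT; kinetic read ex480/em540 at 5-min intervals ×30 min; data normalized to 6.5 mM cAMP agonist control.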
# PTHR1 agonist = activates the human parathyroid hormone receptor PTHR1; HEK293 GP2 PTHR1 cells, GloSensor cAMP luminescence, 1 h; Q03431; AID 743266; Potency, µM (doses to about 115 µM), for the others: at the highest dose activation, usual class: activators; 410,000 tested, 0.075% active; also: nearly all actives have a fitted effect of over 55% in size; some results filed as inactive show a strong effect at the top dose; inactives centre near -15; many of its hits are not listed in these tables
#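 HEK-293-derived GP2 cells expressing PTHR1 and a GloSensor cAMP reporter, 3,000/well, plated overnight, given luciferin plus IBMX (each 0.5 mM as added) for 1 h at 37 °C, then compound for 1 h at 37 °C. Luminescence was read after 15 min at room temperature.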
# EPAC1 antag = blocks human EPAC1 exchange factor; EPAC1 GEF assay, Rap1b-BODIPY-GDP exchange fluorescence; O95398; AID 720709; 360,000 tested, 0.14% active; Potency, µM (series often up to 115 µM), for the others: at the top dose activity change, negative = inhibition, usual class: inhibitors;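 also: plate controls were vehicle for no effect and positive control for full effect; nearly all actives have a fitted effect of over 50% in size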
# * = called active by the depositor; i = inactive; ? = inconclusive; / = no result given; [ ] = dose if it differs, or a comment. Calls follow the shape of the dose curve; as a rule, active = well fitted curve in the direction sought with a large enough effect; inconclusive = small, poorly fitted or top-dose-only effect, or another doubt; inactive = no such curve, though single readings can be large; an effect the other way counts as inactive or inconclusive. Potency is read from the fitted curve at half-maximal effect.
SMILES,TDP43 rescue,aSyn rescue,EPAC2 antag,FUS yeast rescue,EPAC2 agonist,EPAC1 ag,PTHR1 agonist,EPAC1 antag
COc1cc(/C=N\NC(=O)C2CC3C=CC2C3)ccc1O (centres undefined),4%,-6%,-1%,/,6%,2%,i,-5%
COc1cccc(CNC(=O)c2ccccc2SCC(=O)N2CCCC2)c1,-3%,-4%,11%,4%,0%,0%,i,-24%
CC(C)(C)S(=O)(=O)c1cnc(-c2ccccn2)nc1N,-4%,-2%,1%,3%,9%,0%,-3%,-10%
Cc1ccccc1C(=O)N/N=C/c1cccc2ccccc12,?,-1%,12%,-17%,1%,-5%,?,14%
COc1cc(C2c3cc4c(cc3OC(N3CCCCC3)C2C)OCO4)cc(OC)c1O (centres undefined),0%,-1%,5%,/,-4%,6%,i,10%
Cc1ccc(C)c2[nH]c(=O)c(CCNS(=O)(=O)c3ccccc3)cc12,17%,-2%,-1%,11%,7%,-2%,-2%,-4%
COc1ccc(C(C)=O)cc1Cn1c(C)c(C(=O)NCCC#N)sc1=O,19%,2%,6%,-11%,7%,3%,i,15%
Cc1cccc(NC(=O)CCS(=O)(=O)c2ccc3c(c2)oc(=O)n3C)c1,2%,-7%,3%,1%,4%,2%,i,-6%
CC1=C(C(=O)N2CCCCCC2)CC(CC(=O)NCCCN(C)C)C(=O)N1Cc1ccc(F)cc1 (centres undefined),8%,?,7%,3%,6%,-6%,-22%,-3%
CC(=O)Oc1cc2cccc(OC(C)=O)c(=O)c2c(OC(C)=O)c1OC(C)=O,-29%,0%,7%,16%,6%,-4%,-5%,?
COC(=O)N(C)C[C@H]1OCc2cnnn2CCCC(=O)N([C@@H](C)CO)C[C@@H]1C,12%,1%,4%,-30%,10%,13%,i,10%
COC(=O)CC1COc2ccccc2N1C(=O)c1ccc(Cl)cc1 (centres undefined),?,9%,-1%,14%,9%,1%,i,?

# Only EPAC1 antag and FUS yeast rescue (5 entries from above):
Compound	EPAC1 antag	FUS yeast rescue
Cc1ccccc1C(=O)N/N=C/c1cccc2ccccc12	14%	-17%
COc1cc(C2c3cc4c(cc3OC(N3CCCCC3)C2C)OCO4)cc(OC)c1O (centres undefined)	10%	/
Cc1ccc(C)c2[nH]c(=O)c(CCNS(=O)(=O)c3ccccc3)cc12	-4%	11%
COc1ccc(C(C)=O)cc1Cn1c(C)c(C(=O)NCCC#N)sc1=O	15%	-11%
Cc1cccc(NC(=O)CCS(=O)(=O)c2ccc3c(c2)oc(=O)n3C)c1	-6%	1%

# The listing picks up, starting two compounds before the break.
SMILES,TDP43 rescue,aSyn rescue,EPAC2 antag,FUS yeast rescue,EPAC2 agonist,EPAC1 ag,PTHR1 agonist,EPAC1 antag
COC(=O)N(C)C[C@H]1OCc2cnnn2CCCC(=O)N([C@@H](C)CO)C[C@@H]1C,12%,1%,4%,-30%,10%,13%,i,10%
COC(=O)CC1COc2ccccc2N1C(=O)c1ccc(Cl)cc1 (centres undefined),?,9%,-1%,14%,9%,1%,i,?
CCc1ccc(N2C(=O)CSC23C(=O)N(Cc2cccc(F)c2)c2ccccc23)cc1 (centres undefined),14%,-3%,/,-12%,/,/,-30%[inhibitor],/
COc1ccc2c(c1)[C@H]1[C@H](CO2)[C@H](c2ccccc2)[C@]2(C)C(=O)Nc3ccccc3C(=O)N12,19%,5%,-7%,5%,12%,9%,-11%,-10%
COc1ccc(NC(=O)c2cc(-c3cc(Cl)ccc3O)n[nH]2)c(OC)c1,3%,1%,6%,17%,2%,0%,-16%,-10%
Cc1nn(C)c(C)c1S(=O)(=O)N(CC(=O)Nc1ccc2c(c1)OCO2)c1ccc(C(C)C)cc1,14%,-4%,-11%,10%,2%,-20%,i,7%
CNS(=O)(=O)c1ccc(Cl)nc1,-8%,-5%,-2%,-7%,3%,8%,-25%,10%
COc1ccc(CC(=O)Nc2ccccc2C(=O)N2CCOCC2)cc1,-8%,-1%,-1%,/,0%,-1%,i,-9%
CC(=O)Nc1cc(NC(C)=O)cc(C(=O)NC(C)(C)C)c1,-1%,-15%,5%,3%,1%,-6%,i,13%
S=C(c1ccc(Cl)cc1)N1CCN(Cc2ccccc2)CC1,-18%,-4%,-13%,4%,16%,14%,-20%,-4%
C#CCOc1ccc(Br)cc1/C=N/O,-9%,0%,-1%,-25%,-10%,6%,i,-2%
CN(CC(=O)Nc1ccc(Cl)c(C(F)(F)F)c1)C(=O)Cc1ccsc1,-3%,-1%,-14%,20%,6%,-10%,-30%,13%
O=C(Cn1c(CO)nc2ccccc21)NCc1ccc2c(c1)OCO2,-5%,-2%,12%,18%,9%,3%,i,-1%
COc1ccc(C(=O)NC(C(=O)NCCc2ccc3c(c2)OCCO3)C(C)C)cc1 (centres undefined),15%,-9%,2%,-2%,11%,4%,-24%,-2%
Cc1cc(NC(=O)CCc2ccc(S(=O)(=O)N3CCOCC3)cc2)n(-c2ccccc2)n1,5%,0%,-5%,-9%,-3%,6%,-39%[inhibitor][57.5 µM],5%
COc1ccc(CC(=O)Nc2c(C(=O)N3CCN(c4ccccc4)CC3)oc3ccccc23)cc1OC,?,5%,-4%,?,8%,15%,-24%,-6%
CCOC(=O)c1c(Cc2ccccc2)c[nH]c1C,25%,-7%,?,-30%,6%,-9%,-31%[inhibitor],-5%
Cc1ccc(OCCNC(=O)c2cc(C(=O)NCCOc3ccc(C)cc3)cc([N+](=O)[O-])c2)cc1,-7%,3%,-13%,/,-3%,0%,-47%[inhibitor],-25%
CCCCC(=O)Nc1c(-c2cccc(OC)c2)c(=O)c2ccccc2n1C,1%,1%,-2%,2%,6%,7%,-29%,-1%
COCC(=O)Nc1ccc(S(=O)(=O)N2CCCC2)cc1,0%,-1%,12%,6%,7%,-3%,i,13%
CCCn1cc(CN2CCC(N3CCC(C(=O)N4CCOCC4)CC3)CC2)c(C)n1,-24%,-5%,4%,23%,-10%,-2%,i,2%
CCCS(=O)(=O)N1CCC(Cc2ccc(OC)cc2)(C(=O)OCC)CC1,-1%,9%,12%,2%,10%,12%,-12%,-8%
Cc1ccccc1Nc1nc(N)nc(COC(=O)c2nn(C)c(=O)c3ccccc23)n1,4%,10%,-1%,5%,-5%,-2%,0%,12%
S=C(Nc1ccccc1)Nc1nc2ccccc2n1CCOc1ccccc1,24%,-20%,4%,28%,-5%,7%,-49%[inhibitor][57.5 µM],-2%
CCn1c(SCc2nc(-c3ccc(Cl)cc3)no2)nnc1-c1ccco1,?,6%,-1%,27%,0%,2%,-28%,-15%
O=C(CCS(=O)(=O)c1ccccc1)Nc1ccc(S(=O)(=O)Nc2nccs2)cc1,-2%,-4%,-8%,4%,15%,11%,-5%,-17%
Cc1ccc(OCC(=O)NC(=S)Nc2ccc3c4c(cccc24)CC3)cc1,-1%,-2%,3%,-4%,8%,10%,i,-4%
CCCn1cnc2c(SCc3ccccc3F)nc(N)nc21,?,9%,-2%,8%,-6%,-6%,-3%,-25%
CCOCCCNC(=O)C(c1ccccc1)N(Cc1cccs1)C(=O)c1ccccc1O (centres undefined),-28%,-5%,20%,23%,1%,2%,-3%,15%
COc1ccc(C(=O)NCC(=O)OCC(=O)NCc2ccco2)cc1,9%,-1%,0%,-9%,2%,-4%,i,-24%
CC1(C)C(c2cccs2)=[N+]([O-])C2(CCCCC/C2=N\NC(N)=S)N1O (centres undefined),8%,1%,9%,-13%,4%,2%,-22%[57.5 µM],11%
CCc1ccc(NCc2ccc(OC)c(Cn3ccnc3)c2)cc1,-5%,0%,-2%,-8%,9%,-2%,-20%,0%
CCn1c(O)c(/C=N/N=C/c2ccc(OC)cc2)c2cc(C3=NNC(=O)CC3)ccc21,-2%,-7%,11%,-13%,100µM*,11%,i,?
CCOc1c(C=C(C#N)C#N)c2ccccc2n1CC,25%,8%,?,/,-2%,7%,-35%[inhibitor],-10%
Cc1cc(NS(=O)(=O)c2ccc(NC(=O)CCCOc3ccccc3C)cc2)no1,-7%,-1%,-1%,-18%,7%,-4%,i,-11%
CCOc1ccccc1Nc1ncccc1C(=O)O,11%,-1%,12%,31%,1%,-3%,i,12%
COc1cccc(NC(=O)CN2C(=O)NC(Cc3c[nH]c4ccccc34)C2=O)c1 (centres undefined),-28%,-8%,-1%,17%,12%,11%,-10%,-12%
CC(Cc1ccc(O)c(O)c1)C(C)Cc1ccc(O)c(O)c1 (centres undefined),?,13%,-29%,-17%,6%,-12%,-30%[inhibitor],?
O=C(Nc1ccccc1C(=O)NCCN1CCOCC1)c1ccc(Cl)cc1Cl,1%,-2%,13%,-8%,8%,5%,i,-16%
CCOC(=O)C1CCN(C(=O)CCS(=O)(=O)c2ccc3c(c2)CCN3C(=O)CC)CC1,12%,1%,3%,/,8%,-5%,i,-21%
CC(=O)NC(Cc1ccccc1F)C(=O)NC1CCN(c2ncccc2[N+](=O)[O-])CC1 (centres undefined),1%,0%,8%,11%,-1%,-4%,i,4%
CC(=O)c1ccc(OCC(O)CN2CCN(CCN3C(=O)c4cccc5cccc(c45)C3=O)CC2)cc1 (centres undefined),-7%,-3%,3%,-7%,-9%,-5%,i,-14%
O=C(Nn1cnc2ccccc2c1=O)c1ccc(Cl)c([N+](=O)[O-])c1,0%,-6%,2%,-4%,13%,4%,i,14%
COc1ccc(C2SCC(=O)N2CCc2ccc(OC)c(OC)c2)cc1 (centres undefined),8%,3%,0%,17%,3%,-3%,-42%[inhibitor],-2%
O=C(COc1ccc(Br)cc1Cl)NC1CCCCC1,28%,5%,-1%,/,-2%,-13%,-38%[inhibitor],-3%
NC(=O)SC/C(=N\S(=O)(=O)c1ccccc1)Nc1ccccc1,-24%,-4%,4%,8%,6%,-18%,i,4%
Cn1c2c(c(=O)n(C)c1=O)[C@@]1(C(=O)Nc3ccccc31)C(C#N)=C(N)O2,29%,1%,10%,10%,3%,12%,-30%[inhibitor],7%
Cn1c(=O)[nH]c(=O)c2c1nc(N1CCN(CCO)CC1)n2CCSc1nc2ccccc2s1,15%,-2%,2%,-10%,17%,0%,-21%,-25%
CCOC(=O)Cc1csc(NC(=O)c2ccc3c(c2)OCO3)n1,?,0%,1%,-6%,8%,-5%,-48%[inhibitor][57.5 µM],5%
Cc1ccc(C(=O)NC(=S)Nc2cc(C(F)(F)F)ccc2Cl)cc1,9%,-1%,9%,-1%,4%,-4%,i,-5%
Cc1cc(C)nc(/N=C2\NC(=O)CC(C(=O)O)N2c2ccc(Oc3ccccc3)cc2)n1 (centres undefined),-12%,-1%,-1%,15%,-10%,-4%,i,10%

# Some of the compounds tested; the hit share may differ from the screen's.
